PLCb3 inh: PLC-beta3 (human) inhibition, primary screen; inhibition, % at 12.2 µM; Q01970; AID 720704; 370,000 compounds, 0.18% hits; Purified PLC-beta3, fluorogenic substrate, fluorescence; in the data active = inhibition above about 11%;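 also: 0% = median of compound wells on plate and 100% = full blocker control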
ADAM17 inh: inhibits human ADAM17. P78536. recombinant ADAM17, EDANS/DABCYL FRET peptide cleavage. inhibition, % at 6.95 µM. 370,000 compounds, 0.83% hits. AID 720648;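 active = inhibition above the mean of compounds lying between control limits plus 3 SD, set per campaign, cut at about 8.5% in these data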;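 also: 0% = DMSO-only wells as the low control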
PLC-gamma1 inh: blocks human PLC-gamma1 enzyme activity | purified PLC-gamma1, fluorogenic substrate, fluorescence | inhibition, % at 12.2 µM | 370,000 compounds, 0.84% hits; in the data active = inhibition above about 9.5%
UHRF1 binding: blocks human UHRF1 binding to methylated DNA. 370,000 compounds, 0.75% hits. Q96T88. AID 687016. inhibition, % at 4.4 µM. UHRF1 binding to methylated oligo, TR-FRET; in the data active = inhibition above about 21%;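 also: UHRF1 SRA domain binding a hemimethylated CpG hairpin DNA probe; 0% = median of test compound wells and 100% = reference inhibitor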
Target sequence (Q96T88 whole entry, looked up, the tested form may be a part): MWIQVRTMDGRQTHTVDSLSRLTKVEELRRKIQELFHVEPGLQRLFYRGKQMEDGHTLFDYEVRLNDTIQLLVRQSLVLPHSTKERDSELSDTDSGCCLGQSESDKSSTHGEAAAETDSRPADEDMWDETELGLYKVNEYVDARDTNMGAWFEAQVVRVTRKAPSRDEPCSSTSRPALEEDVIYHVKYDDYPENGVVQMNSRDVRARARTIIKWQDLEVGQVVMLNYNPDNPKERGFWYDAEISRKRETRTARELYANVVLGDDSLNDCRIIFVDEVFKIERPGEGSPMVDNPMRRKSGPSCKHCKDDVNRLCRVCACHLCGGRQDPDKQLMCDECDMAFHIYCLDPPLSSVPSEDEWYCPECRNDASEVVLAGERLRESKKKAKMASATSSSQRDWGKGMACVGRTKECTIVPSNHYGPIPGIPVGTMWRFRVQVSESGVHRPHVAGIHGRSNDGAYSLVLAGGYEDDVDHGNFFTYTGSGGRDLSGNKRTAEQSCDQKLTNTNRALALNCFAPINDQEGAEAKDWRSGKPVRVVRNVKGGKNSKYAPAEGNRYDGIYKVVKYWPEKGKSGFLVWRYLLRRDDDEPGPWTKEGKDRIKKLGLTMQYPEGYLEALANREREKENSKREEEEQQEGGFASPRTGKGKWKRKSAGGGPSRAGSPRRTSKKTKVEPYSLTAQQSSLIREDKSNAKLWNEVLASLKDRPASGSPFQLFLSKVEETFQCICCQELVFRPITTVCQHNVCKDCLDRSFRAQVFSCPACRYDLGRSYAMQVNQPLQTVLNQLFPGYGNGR
Tn7 DDE FP: DD(E)-Tn7 binding inhibition, primary FP screen; inhibition, % at 8.3 µM; P02675; 370,000 compounds, 0.13% hits; AID 720508; FP displacement of FITC-Tn7 peptide from fibrin DD(E); 0% = median of compound wells per plate;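 active = inhibition above the mean of compounds falling within the control limits plus 3 SD of them, cut at about 14% in these data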;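 also: 0% = plate median of compound wells and 100% = 10 µM Aha-Tn7 peptide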
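Measure: % inhibition scaled between sample-field median and high-control FP; Test system: human fibrin DD(E); Quantity: 2 µM final DD(E) protein; Doses: one dose, 8.3 µM nominal; Schedule: compound with protein 10 min, then 3 h after probe, room temperature; Detection: fluorescence polarization; Medium: Tris buffer with calcium and detergent, pH 7.8.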
Tn6 DDE FP: disrupts Tn6 cyclic peptide binding to fibrin D-Dimer-E complex. inhibition, % at 8.3 µM. 370,000 compounds, 0.21% hits. Fibrin DD(E) TRITC-Tn6 fluorescence polarization displacement. P02675;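 active = inhibition above a per-campaign cutoff: mean of compounds within control limits plus 3 SD, cut at about 15% in these data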;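 also: 0% = median of all compound wells on the plate and 100% = blocking peptide control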
ARFGAP1 inh: inhibitors of rat ARFGAP1. Arfgap1-stimulated ARF1 GTP hydrolysis, GDP FP detection. inhibition, % at 16.5 µM. 360,000 compounds, 0.26% hits;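 active = inhibition above a per-plate limit, mean inhibition of low control wells plus 3 SD, cut at about 25% in these data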;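 also: 0% = DMSO wells with enzyme and 100% = wells lacking Arfgap1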
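system = rat Arfgap1 catalytic domain, aa 1-136 | technique = FP, GDP Alexa 633 tracer displaced from anti-GDP antibody, 620/688 nm | compound = one concentration, 16.5 µM, DMSO 1.26% | medium = HEPES-based buffer, pH 7.5 | timing = compound-enzyme preincubation 20 min, reaction 120 min, detection 60 min, 25 °C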
ASAP1 GAP inh: blocks human ASAP1-stimulated Arf1 GTP hydrolysis; inhibition, % at 16.5 µM; 360,000 compounds, 0.19% hits; Q9ULH1; GDP FP detection; AID 624377; in the data active = inhibition above about 25%;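 also: 0% = vehicle with enzyme and substrate and 100% = no enzyme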
MBD2 DNA inh: blocks human MBD2 binding to methylated DNA; Q9UBB5; TR-FRET, MBD2 binding to methylated oligonucleotide; inhibition, % at 4.4 µM; 370,000 compounds, 0.31% hits; AID 686964; in the data active = inhibition above about 13%
KLK7 zymogen act: activates the human kallikrein-7 zymogen; P49862; AID 652039; activation, % at 7 µM; purified proKLK7, EDANS-DABCYL substrate fluorescence; 100% is mature enzyme control, 0% vehicle; 370,000 compounds, 0.9% hits;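 active = activation above the mean of all tested compounds plus 3 SD, computed per campaign excluding outliers beyond control limits, cut at about 13% in these data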
Target sequence (P49862 whole entry, looked up): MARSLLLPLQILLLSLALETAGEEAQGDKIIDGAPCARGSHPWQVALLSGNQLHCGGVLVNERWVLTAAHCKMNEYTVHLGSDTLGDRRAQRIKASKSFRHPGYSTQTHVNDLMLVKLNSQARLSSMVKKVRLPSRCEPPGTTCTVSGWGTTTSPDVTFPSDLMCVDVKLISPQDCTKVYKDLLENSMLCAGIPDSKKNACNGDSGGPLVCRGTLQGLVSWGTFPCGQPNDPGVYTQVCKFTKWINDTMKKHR
Active calls of the source: *.

What do the screens show for `COc1ccc(NC(=O)NNC(=O)COc2ccc(Cl)cc2C)cc1OC`?
PLCb3 inh: -2; ADAM17 inh: 1; PLC-gamma1 inh: 1; UHRF1 binding: -3; Tn7 DDE FP: 2; Tn6 DDE FP: -3; ARFGAP1 inh: -5; ASAP1 GAP inh: -5; MBD2 DNA inh: -1; KLK7 zymogen act: 0.1

How did COC(=O)c1ccc(N(CC(=O)NC2CCCC2)C(=O)c2ccc(C)s2)cc1 do in these assays?
PLCb3 inh: -1; ADAM17 inh: 2; PLC-gamma1 inh: 2; UHRF1 binding: -1; Tn7 DDE FP: 0; Tn6 DDE FP: 3; ARFGAP1 inh: 9; ASAP1 GAP inh: 18; MBD2 DNA inh: -2; KLK7 zymogen act: 0.2

Results for Cc1cc(N2CCN(CC(O)C(F)(F)F)CC2)c2ccccc2n1 (configuration not stated) ?
PLCb3 inh: 1; ADAM17 inh: 1; PLC-gamma1 inh: 4; UHRF1 binding: -3; Tn7 DDE FP: 2; Tn6 DDE FP: 2; ARFGAP1 inh: 11; ASAP1 GAP inh: -12; MBD2 DNA inh: -4; KLK7 zymogen act: -0.2

Results for C/C(=N\NC(=O)COc1ccccc1F)c1cc2ccccc2o1 ?
PLCb3 inh: -7; ADAM17 inh: -2; PLC-gamma1 inh: -6; UHRF1 binding: -3; Tn7 DDE FP: 6; Tn6 DDE FP: 2; ARFGAP1 inh: -12; ASAP1 GAP inh: 1; MBD2 DNA inh: -1; KLK7 zymogen act: -0.5

What do the screens show for `Cc1cc(C)cc(NS(=O)(=O)c2ccc(NC(=S)NC(=O)c3ccc(Br)o3)cc2)c1`?
PLCb3 inh: -5; ADAM17 inh: 11*; PLC-gamma1 inh: 6; UHRF1 binding: -2; Tn7 DDE FP: 5; Tn6 DDE FP: -1; ARFGAP1 inh: 16; ASAP1 GAP inh: -3; MBD2 DNA inh: -6; KLK7 zymogen act: 1.5

What do the screens show for `Nc1cc(=O)[nH]c(=O)n1-c1cccc(F)c1`?
PLCb3 inh: 3; ADAM17 inh: -4; PLC-gamma1 inh: 0; UHRF1 binding: 0; Tn7 DDE FP: 8; Tn6 DDE FP: -5; ARFGAP1 inh: 6; ASAP1 GAP inh: -9; MBD2 DNA inh: 1; KLK7 zymogen act: 0.2

What do the screens show for `CCN(C(=O)c1cc(S(=O)(=O)N2CCCC2)ccc1C)C1CCS(=O)(=O)C1` (configuration not stated)?
PLCb3 inh: -3; ADAM17 inh: -1; PLC-gamma1 inh: 1; UHRF1 binding: -3; Tn7 DDE FP: -4; Tn6 DDE FP: 1; ARFGAP1 inh: -6; ASAP1 GAP inh: -15; MBD2 DNA inh: 2; KLK7 zymogen act: 0.4

Results for COc1ccc(CCNC(=O)CC(NC(=O)c2ccccc2Cl)c2ccccc2)cc1 (configuration not stated) ?
PLCb3 inh: 2; ADAM17 inh: 6; PLC-gamma1 inh: 5; UHRF1 binding: 0; Tn7 DDE FP: -6; Tn6 DDE FP: 0; ARFGAP1 inh: -12; ASAP1 GAP inh: 2; MBD2 DNA inh: -1; KLK7 zymogen act: 0.4

Results for CNc1cccnc1C=NNC(N)=S ?
PLCb3 inh: -328; ADAM17 inh: -187; PLC-gamma1 inh: -255; UHRF1 binding: -5; Tn7 DDE FP: 1; Tn6 DDE FP: -4; ARFGAP1 inh: 2; ASAP1 GAP inh: 4; MBD2 DNA inh: -1; KLK7 zymogen act: -15

Results for O=C(c1ccc2c3c(cccc13)CC2)C1CCCN(Cc2ccncc2)C1 (configuration not stated) ?
PLCb3 inh: -118; ADAM17 inh: -46; PLC-gamma1 inh: -78; UHRF1 binding: -1; Tn7 DDE FP: -2; Tn6 DDE FP: 3; ARFGAP1 inh: -18; ASAP1 GAP inh: 13; MBD2 DNA inh: -3; KLK7 zymogen act: 0.2

How did C=CCNC(=O)N1CCC(n2nccc2NC(=O)CCc2ccccc2)CC1 do in these assays?
PLCb3 inh: 8; ADAM17 inh: -5; PLC-gamma1 inh: 3; UHRF1 binding: -2; Tn7 DDE FP: 10; Tn6 DDE FP: -3; ARFGAP1 inh: 1; ASAP1 GAP inh: -14; MBD2 DNA inh: -8; KLK7 zymogen act: 0.1

Results for O=C(CCc1ccccc1-c1ccccc1CCNC(=O)c1c(F)cccc1F)NCc1ccccc1 ?
PLCb3 inh: 0; ADAM17 inh: 2; PLC-gamma1 inh: 5; UHRF1 binding: -2; Tn7 DDE FP: -3; Tn6 DDE FP: -1; MBD2 DNA inh: -3; KLK7 zymogen act: 0.5

What do the screens show for `Cc1ccc(NC(=O)CSc2nnc(NC(=O)C(C)C)s2)c(C)c1`?
PLCb3 inh: -5; ADAM17 inh: -1; PLC-gamma1 inh: 1; UHRF1 binding: 0; Tn7 DDE FP: 1; Tn6 DDE FP: 1; ARFGAP1 inh: 7; ASAP1 GAP inh: -1; MBD2 DNA inh: 4; KLK7 zymogen act: -0.7

How did COc1ccc(C(CC(=O)O)NC(=O)COc2cc(C)ccc2C)cc1OC (configuration not stated) do in these assays?
PLCb3 inh: 3; ADAM17 inh: 1; PLC-gamma1 inh: 1; UHRF1 binding: -3; Tn7 DDE FP: 0; Tn6 DDE FP: 2; ARFGAP1 inh: 12; ASAP1 GAP inh: 3; MBD2 DNA inh: 2; KLK7 zymogen act: -0.4

What do the screens show for `Fc1ccc(-c2ccc3c(c2)C2CC3CCN2)cc1` (configuration not stated)?
PLCb3 inh: 2; ADAM17 inh: -2; PLC-gamma1 inh: -2; UHRF1 binding: -1; Tn7 DDE FP: -4; Tn6 DDE FP: 6; ARFGAP1 inh: 4; ASAP1 GAP inh: 7; MBD2 DNA inh: -2; KLK7 zymogen act: -0.2

How did O=C1ON=C(c2ccccc2[N+](=O)[O-])/C1=C/c1cccc([N+](=O)[O-])c1O do in these assays?
PLCb3 inh: -4; ADAM17 inh: 1; PLC-gamma1 inh: 2; UHRF1 binding: 1; Tn7 DDE FP: -9; Tn6 DDE FP: -5; ARFGAP1 inh: 6; ASAP1 GAP inh: 7; MBD2 DNA inh: 2; KLK7 zymogen act: 0.7

Results for COc1ccccc1Nc1nccc(N(C)C)c1C#N ?
PLCb3 inh: 0; ADAM17 inh: -4; PLC-gamma1 inh: -1; UHRF1 binding: -3; Tn7 DDE FP: 10; Tn6 DDE FP: 3; ARFGAP1 inh: 4; ASAP1 GAP inh: -7; MBD2 DNA inh: -5; KLK7 zymogen act: 0.5

What do the screens show for `COc1cccc(/C=N/NC(=O)CCc2ccccc2)c1`?
PLCb3 inh: 4; ADAM17 inh: -1; PLC-gamma1 inh: 0; UHRF1 binding: -2; Tn7 DDE FP: 7; Tn6 DDE FP: 2; ARFGAP1 inh: 0; ASAP1 GAP inh: -9; MBD2 DNA inh: 1; KLK7 zymogen act: 0.6

Results for COc1cc2ccccc2cc1C(=O)Nc1sc2c(c1C(N)=O)CCN(C(C)C)C2 ?
PLCb3 inh: inactive; ADAM17 inh: -38; PLC-gamma1 inh: inactive; UHRF1 binding: 6; Tn7 DDE FP: -6; Tn6 DDE FP: -6; ARFGAP1 inh: -1; ASAP1 GAP inh: 12; MBD2 DNA inh: 3; KLK7 zymogen act: -30

What do the screens show for `O=C(NC(=S)NNC(=O)[C@H]1C[C@@H]1c1ccccc1)c1ccc(F)cc1`?
PLCb3 inh: -10; ADAM17 inh: -4; PLC-gamma1 inh: 1; UHRF1 binding: -2; Tn7 DDE FP: -4; Tn6 DDE FP: 4; ARFGAP1 inh: -1; ASAP1 GAP inh: 8; MBD2 DNA inh: 4; KLK7 zymogen act: -0.7

How did O=C(Nc1cc(S(=O)(=O)N2CCOCC2)ccc1N1CCCC1)c1cccnc1Cl do in these assays?
PLCb3 inh: -2; ADAM17 inh: 1; PLC-gamma1 inh: -9; UHRF1 binding: -1; Tn7 DDE FP: 8; Tn6 DDE FP: 1; ARFGAP1 inh: 1; ASAP1 GAP inh: 2; MBD2 DNA inh: 2; KLK7 zymogen act: 0.0

Results for CN(CC(=O)Nc1ccccc1Cl)C1CCS(=O)(=O)C1 (configuration not stated) ?
PLCb3 inh: -2; ADAM17 inh: 1; PLC-gamma1 inh: 2; UHRF1 binding: -1; Tn7 DDE FP: -4; Tn6 DDE FP: 2; ARFGAP1 inh: -3; ASAP1 GAP inh: -3; MBD2 DNA inh: -2; KLK7 zymogen act: 0.2

How did Cc1cc2nc(C3CCN(C(=S)NCCCOC(C)C)CC3)[nH]c2cc1C do in these assays?
PLCb3 inh: 4; ADAM17 inh: 1; PLC-gamma1 inh: 1; UHRF1 binding: -1; Tn7 DDE FP: 4; Tn6 DDE FP: -2; ARFGAP1 inh: 9; ASAP1 GAP inh: 6; MBD2 DNA inh: -1; KLK7 zymogen act: -0.6

Results for CCN(CC)S(=O)(=O)c1cc(F)ccc1OC ?
PLCb3 inh: 6; ADAM17 inh: 0; PLC-gamma1 inh: 3; UHRF1 binding: -1; Tn7 DDE FP: 0; Tn6 DDE FP: 2; ARFGAP1 inh: -1; ASAP1 GAP inh: 5; MBD2 DNA inh: 1; KLK7 zymogen act: 0.1

How did COc1ccc(C2CC(c3ccccc3)=NN2c2ccc(C(N)=O)cc2)cc1 (configuration not stated) do in these assays?
PLCb3 inh: inactive; ADAM17 inh: inactive; PLC-gamma1 inh: inactive; UHRF1 binding: -1; Tn7 DDE FP: -7; Tn6 DDE FP: -2; ARFGAP1 inh: 12; ASAP1 GAP inh: 5; MBD2 DNA inh: -2; KLK7 zymogen act: -198

How did COc1ccc(-c2nc3cc(C)c(Br)c(C)n3c2Cc2ccsc2)cc1OC do in these assays?
PLCb3 inh: -28; ADAM17 inh: -9; PLC-gamma1 inh: -18; UHRF1 binding: 1; Tn7 DDE FP: -2; Tn6 DDE FP: 0; ARFGAP1 inh: 6; ASAP1 GAP inh: 5; MBD2 DNA inh: 2; KLK7 zymogen act: 0.5

What do the screens show for `COc1ccc(NC(=O)COC(=O)c2ccc(OC)c(S(=O)(=O)N3CCCC3)c2)cc1OC`?
PLCb3 inh: 3; ADAM17 inh: -3; PLC-gamma1 inh: 3; UHRF1 binding: -3; Tn7 DDE FP: -1; Tn6 DDE FP: 4; ARFGAP1 inh: 3; ASAP1 GAP inh: 7; MBD2 DNA inh: 8; KLK7 zymogen act: -0.5

Not a retest: an excerpt of the list.
How did COc1ccc(-c2nc3cc(C)c(Br)c(C)n3c2Cc2ccsc2)cc1OC do in these assays?
PLCb3 inh: -28; ADAM17 inh: -9; PLC-gamma1 inh: -18; UHRF1 binding: 1; Tn7 DDE FP: -2; Tn6 DDE FP: 0; ARFGAP1 inh: 6; ASAP1 GAP inh: 5; MBD2 DNA inh: 2; KLK7 zymogen act: 0.5

What do the screens show for `COc1ccc(NC(=O)COC(=O)c2ccc(OC)c(S(=O)(=O)N3CCCC3)c2)cc1OC`?
PLCb3 inh: 3; ADAM17 inh: -3; PLC-gamma1 inh: 3; UHRF1 binding: -3; Tn7 DDE FP: -1; Tn6 DDE FP: 4; ARFGAP1 inh: 3; ASAP1 GAP inh: 7; MBD2 DNA inh: 8; KLK7 zymogen act: -0.5

Screening results from PubChem.
